HTR2A ag – mouse Htr2a agonists via beta-arrestin recruitment, primary screen, cell-based, luminescence. 5-hydroxytryptamine receptor 2A (Mus musculus), P35363. CHO-K1 mHTR2A beta-arrestin complementation; percent of 30 µM serotonin response. activation, % at 7.6 µM. hit rate 0.66% among 360,000. AID 624169, 2012;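 active means activation above a run cutoff, the mean activation of all tested compounds plus 3 SD, cut at about 14% in these data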;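 further: 0% = plate median of compound wells and 100% = 30 µM serotonin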
PDI inh – inhibitors of human PDI, primary screen, biochemical, turbidity, single point, plate reader. PDI insulin aggregation turbidity, A650, 90 min. inhibition, % at 10 µM. Protein disulfide-isomerase (Homo sapiens), P07237. AID 588391, 2011. hit rate 0.052% among 350,000;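 active means mean inhibition across replicates of 30% or more, whatever share of single replicates reach that level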;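 further: absorbance from insulin aggregation driven by PDI reduction with DTT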
Target sequence (P07237 whole entry, looked up): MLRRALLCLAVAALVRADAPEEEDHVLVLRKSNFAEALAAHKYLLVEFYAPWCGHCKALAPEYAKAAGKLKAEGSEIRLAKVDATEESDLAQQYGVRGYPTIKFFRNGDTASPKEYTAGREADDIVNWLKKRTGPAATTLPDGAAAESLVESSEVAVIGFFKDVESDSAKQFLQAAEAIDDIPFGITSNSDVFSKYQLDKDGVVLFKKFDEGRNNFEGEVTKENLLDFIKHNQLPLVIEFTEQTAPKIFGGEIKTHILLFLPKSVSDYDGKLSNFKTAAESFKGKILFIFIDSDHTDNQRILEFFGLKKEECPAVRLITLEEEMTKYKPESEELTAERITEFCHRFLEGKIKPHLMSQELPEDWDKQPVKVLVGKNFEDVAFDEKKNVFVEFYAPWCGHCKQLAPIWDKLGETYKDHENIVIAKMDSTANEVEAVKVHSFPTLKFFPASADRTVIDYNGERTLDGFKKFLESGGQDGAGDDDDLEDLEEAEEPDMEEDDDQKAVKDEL
TRPM1 prom inh – inhibitors of MITF-dependent TRPM1 promoter reporter, primary screen, cell-based, SK-MEL-5, single point, luciferase; SK-MEL-5 TRPM1 promoter luciferase, 24 h; inhibition, % at 12.5 µM; hit rate 0.83% among 330,000;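 active means mean inhibition across replicates of 60% or more, whatever share of single replicates reaches that level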; further: values of inactives mirror those of a sister screen read the other way
NR2E3 ag-1 – NR2E3 agonists in two-hybrid cells, primary screen, cell-based, luminescence, CHO-S, Gal4-NCOR/VP16-NR2E3. Photoreceptor-specific nuclear receptor (Homo sapiens), Q9Y5X4. luciferase. inhibition of corepressor binding, % at 3.98 µM. hit rate 0.35% among 360,000. AID 602229, 2012;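 active means inhibition above the mean of all tested compounds plus 3 SD, cut at about 70% in these data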;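 further: 0% = DMSO with NR2E3 transfected cells and 100% = cells lacking NR2E3 construct; higher means lower luciferase signal from less NR2E3 corepressor binding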
Target sequence (Q9Y5X4 whole entry, looked up, the tested form may be a part): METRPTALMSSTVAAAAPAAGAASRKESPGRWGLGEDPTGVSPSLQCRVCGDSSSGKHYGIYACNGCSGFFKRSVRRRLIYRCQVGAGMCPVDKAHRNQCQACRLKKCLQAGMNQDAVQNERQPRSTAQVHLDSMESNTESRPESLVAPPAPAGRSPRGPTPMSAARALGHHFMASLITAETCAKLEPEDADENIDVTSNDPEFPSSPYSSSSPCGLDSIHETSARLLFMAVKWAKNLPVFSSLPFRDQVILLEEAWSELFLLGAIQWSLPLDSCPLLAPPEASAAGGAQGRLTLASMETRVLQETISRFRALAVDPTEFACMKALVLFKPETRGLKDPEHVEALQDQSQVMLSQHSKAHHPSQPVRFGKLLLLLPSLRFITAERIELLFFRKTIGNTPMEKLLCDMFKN
HIF-2a block – HIF-2a reporter inhibitors, primary screen, luminescence, 786-0 RCC cells. 786-0 RCC cells HIF-2a reporter, luciferase luminescence, overnight. inhibition, % at 18.8 µM. hit rate 0.72% among 360,000. AID 624352, 2012;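 active means inhibition of the luminescence signal of 40% or more relative to plate controls, in a single-dose primary screen at 18.75 µM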
Shn3 inh set2 – reduction of Shn3 3'UTR firefly luciferase signal, primary screen, Schnurri-3 inhibitor project, cell-based, Clone20 osteoblasts, set 2; hit rate 0.52% among 360,000; inhibition, % at 12.5 µM; Clone20 osteoblast Shn3 3'UTR firefly luciferase, 24 h;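 active means mean inhibition of at least 75% with every replicate also reaching 75%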;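 further: 0% = median of neutral control wells and 100% = pilot-screen positive control compound; some compounds past the cut are filed as inactive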
hiPSC survival – enhancers of single-cell hiPSC survival, primary screen, ATPlite luminescence; 100% = ROCK inhibitor wells, 0% = DMSO; AID 602274, 2012; survival enhancement, % at 20 µM; hit rate 0.044% among 360,000; in the data active means survival enhancement above about 18%;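 further: cells exposed to compounds for 16 hours before the ATP read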
Cardio protect – cardioprotection against H2O2-induced cell death, primary screen, uHTS, H9c2 cells, ATPLite luminescence; protection from H2O2 cell death, % at 20 µM; AID 588492, 2011; H9c2 cardiomyocytes, H2O2 injury protection, 2 h; hit rate 0.63% among 360,000;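 active means compounds giving at least 50% protection of heart cells from peroxide-induced death in the single-dose screen, raw or plate-pattern-corrected value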;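 further: 0% = DMSO wells with peroxide and 100% = DMSO wells without peroxide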
CaV13 ICDI inh – Disruptors of the CACNA1D IQ motif to Ca2+-dependent inactivation inhibitor domain association, primary screening, Förster resonance energy transfer in intact living …; hit rate 0.098% among 340,000; HEK cells, CFP/YFP FRET ICDI-IQ, plate reader, 10 min; percent FRET-ratio fall versus neutral wells; AID 743397; inhibition, % at 12.3 µM;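 active means mean replicate inhibition of at least 30% and at least 1% of replicates passing that level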;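 further: 0% = median of the neutral control wells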
NR2E3 ag-2 – inhibitors of NR2E3-RetCOR corepressor binding, primary screen, NR2E3 agonist project, biochemical, TR-FRET, GST-NR2E3, biotin-RetCOR; Photoreceptor-specific nuclear receptor (Homo sapiens), Q9Y5X4; 1536-well; inhibition of corepressor binding, % at 4.78 µM; hit rate 0.12% among 320,000; AID 2300, 2010;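 active means percent inhibition above the cutoff of mean plus 3 SD of all tested compounds, set per screening campaign, cut at about 20% in these data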;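 further: 0% = DMSO wells and 100% = biotin wells as full block of FRET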
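Material: NR2E3–RetCOR corepressor complex / Amount: 1.35 nM GST-NR2E3 / Medium: Tris pH 7.5 / Compound: single nominal compound dose of 4.8 µM / Incubation: 5 h at 4 °C / Technique: TR-FRET, Eu(K)-anti-GST donor, streptavidin-D2 acceptor, ex 340, em 617/671 nm / Read-out basis: percent loss of FRET ratio relative to control wells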
Peg3 promoter – Peg3 promoter-driven luciferase inhibitors, primary screen, cell-based, HeLa, luciferase luminescence. HeLa PEG-Prom luciferase reporter, overnight. inhibition, % at 20 µM. hit rate 1.7% among 360,000. AID 588405, 2011;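 active means inhibition of at least 50% at 20 µM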
* = called active by the depositor; x = no result given.

SMILES | HTR2A ag | PDI inh | TRPM1 prom inh | NR2E3 ag-1 | HIF-2a block | Shn3 inh set2 | hiPSC survival | Cardio protect | CaV13 ICDI inh | NR2E3 ag-2 | Peg3 promoter
CN1CCC(N2CCCC(C(=O)O)C2)CC1 (stereo unspecified) | 1 | -9 | 1 | 2 | 10 | 3 | 0.5 | 10 | -5 | 1 | 19
CCCc1cc(=O)n2[nH]c(C)c(-c3ccccc3)c2n1 | 0 | -4 | 2 | 13 | 18 | -24 | 15 | 32 | -6 | -2 | 29
Cc1cc(=O)oc2c3c(cc(OCC(=O)NCC(O)c4ccccc4)c12)OC(C)(C)CC3 (stereo unspecified) | 4 | x | x | -15 | 6 | 1 | 2.3 | 0 | x | x | 12
O=C(COc1ccc(Cl)cc1)N1CCN(C(=O)c2cccs2)CC1 | 14 | 17 | -15 | 28 | -3 | 4 | -0.3 | -4 | -2 | -2 | -7
O=C(Nc1cccc(Cl)c1)c1ccc2c(c1)SC1=NS(=O)(=O)CCN12 | 2 | -4 | 11 | -26 | -13 | -3 | -1.2 | 8 | -16 | x | -5
COc1ccc(NC(=O)CN2C(=O)C(c3ccccc3)=NC23CCCCCC3)cc1OC | 3 | 3 | 1 | -16 | 23 | -1 | 0.2 | 8 | -3 | 1 | 12
CC(=O)NS(=O)(=O)c1ccc(NC(=O)C2C3C=CC(C3)C2C(=O)O)cc1 (stereo unspecified) | 3 | -3 | 15 | 6 | 11 | -16 | 0.5 | 0 | -4 | -1 | 9
CCC(C(=O)OC)n1cnc2scc(-c3ccc(C)cc3)c2c1=O (stereo unspecified) | -9 | -4 | -1 | 17 | 25 | 5 | -0.4 | 10 | -5 | 2 | 19
COc1ccc(OCC(O)CNS(=O)(=O)c2ccc(C)cc2)cc1 (stereo unspecified) | -6 | -11 | x | -6 | 14 | 10 | -0.8 | 3 | -4 | 0 | 17
Cn1c(=O)[nH]c(=O)c2c1nc(N1CCC(Cc3ccccc3)CC1)n2Cc1ccccc1 | 1 | 3 | 7 | -3 | 21 | 28 | -0.9 | -8 | x | 2 | 16
COc1ccc(C2CC(c3ccc4ccccc4c3)=NN2C(=O)CNC2CCCCC2)cc1 (stereo unspecified) | 3 | -1 | -2 | -16 | -104 | 13 | -0.6 | -8 | 4 | 4 | 90*
CSCCC(=O)N1C(C)CCCC1C(=O)O (stereo unspecified) | -5 | -5 | -3 | -6 | 2 | 7 | 0.7 | 5 | -5 | 2 | -13
CCN1CCN(c2ccc(NC(=O)c3cccc(F)c3)cc2Cl)CC1 | -7 | 5 | -124 | -89 | -260 | -73 | -0.4 | 18 | -4 | 2 | -197
OC[C@@H]1CN(Cc2ccncc2)C[C@H](n2cnc3c(N4CCCC4)ncnc32)O1 | 3 | 13 | x | -4 | 4 | -30 | -3.4 | 5 | -12 | x | 2
O=C(NCc1ccc(Cl)cc1)c1ccc(CNc2c(N3CCOCC3)c(=O)c2=O)cc1 | -2 | 3 | -2 | -11 | 14 | -3 | -0.2 | -3 | -16 | 2 | 5
COc1ccc(C(CC(=O)N2CCCC(C)C2)c2c(OC)cc(OC)c3c(-c4ccccc4)cc(=O)oc23)cc1 (stereo unspecified) | -13 | 3 | 10 | 27 | 12 | 27 | 0.1 | -7 | -4 | 4 | 10
S=c1[nH]nc(-c2ccc(Cl)cc2)n1-c1ccc2c(c1)OCCO2 | 0 | -6 | -6 | -13 | -24 | -12 | -1.7 | 1 | -17 | 6 | -7
CC(C)c1ccc(NC2CCCN(C(=O)c3cc(C(C)C)nc(N)n3)C2)cc1 (stereo unspecified) | -4 | -2 | 11 | -10 | -15 | -13 | -0.5 | -5 | -7 | -1 | 2
CC(C)(C)c1cc(N)on1 | 1 | 3 | -4 | 6 | 4 | 7 | 1.5 | 11 | -5 | 0 | -4
Cc1ccc(S(=O)(=O)N(CC(=O)NC2CCCC2)c2cccc(C)c2)cc1 | -3 | -3 | 0 | 1 | 11 | 2 | -0.8 | 1 | -5 | 0 | 7
COCCNC(=O)C(c1ccc(C)o1)N(Cc1cccs1)C(=O)c1snc(C(N)=O)c1N (stereo unspecified) | 6 | 1 | 5 | 19 | 14 | 13 | 4.5 | 25 | x | -2 | 11
COCCn1c(SCC(=O)N2CCOCC2)nc2ccccc2c1=O | 3 | -3 | 4 | 1 | 11 | -5 | -0.5 | -1 | -3 | 1 | 12
CC(=O)c1cn(CCC(C)C)c(=O)[nH]c1=O | 2 | 6 | 0 | -4 | 11 | -10 | 3.8 | 6 | -16 | 1 | 11
CS(=O)(=O)Nc1ccccc1C(=O)Nc1ccccc1C(=O)N1CCCC1 | 4 | -2 | -13 | -9 | 17 | -12 | 0.2 | 2 | -2 | 2 | 18
COC(CNC(=O)c1ccc2c(c1)ncn2-c1ccc(F)c(F)c1)OC | 2 | -32 | 10 | -12 | 3 | -2 | 1.0 | 4 | -7 | 0 | 0
CC1(C)C(=O)NCCN1C(=O)CCC(=O)O | -1 | 1 | -4 | 8 | 4 | -18 | 0.1 | 4 | -7 | 8 | 4
CCc1nnc(NS(=O)(=O)c2ccc(N3C(=O)c4ccc(C(=O)O)cc4C3=O)cc2)s1 | 4 | -1 | 15 | -12 | 15 | 9 | -1.4 | 10 | 6 | 2 | 8
CC(C)(C)c1ccc(/C=C/C(=O)Nc2ccncc2)cc1 | 9 | 12 | -32 | -41 | -171 | 33 | -1.9 | -20 | -4 | 1 | -176
COc1ccc(CCC(C)NCc2cc(OC)cc(OC)c2)cc1 (stereo unspecified) | -5 | -2 | -1 | 5 | 12 | 0 | -0.2 | 2 | -20 | -1 | 3
O=C(COc1ccccc1[N+](=O)[O-])Nc1ccccc1N1CCCCC1 | -4 | 8 | 18 | 1 | 15 | 16 | 0.1 | -8 | x | 4 | 31
CN(CC(=O)Nc1cccc(S(=O)(=O)N(C)C)c1)Cc1ccccc1 | -4 | -2 | -9 | -11 | -100 | -14 | 0.3 | -2 | -4 | 2 | -49
O=C(Nc1cccc(F)c1)c1ccc(Cn2cc([N+](=O)[O-])cn2)o1 | 2 | 6 | 5 | -3 | -6 | 15 | -0.5 | -11 | -4 | 2 | 0
Cc1ccc(C(=O)C2=C(O)C(=O)N(CCCN(C)C)C23C(=O)N(C)c2ccccc23)o1 (stereo unspecified) | -3 | 1 | -3 | 6 | 4 | -1 | 3.2 | 11 | -12 | 6 | 10
Cc1ccc(NC(=S)N/N=C/c2cccn2Cc2ccccc2F)cc1 | -5 | -1 | 0 | 8 | -27 | 17 | -0.5 | -8 | -5 | -1 | 2
Cc1cccc(NC(=O)CSc2nc3c(c(=O)[nH]2)CCC3)c1C | 1 | 9 | 13 | -9 | 8 | 1 | 0.7 | 8 | -5 | -1 | 12
O=[N+]([O-])c1ccc(CSc2nnc(-c3cnccn3)o2)cc1 | 2 | 6 | -6 | -10 | -3 | -17 | -1.1 | 5 | -4 | 0 | -6
O=S(=O)(CCSc1ccccn1)c1nc2ccccc2s1 | -2 | 2 | 11 | 0 | 17 | 13 | 0.5 | -18 | -7 | 0 | 60*
O=c1cc(N2CCC(Cc3ccccc3)CC2)[nH]c(=O)n1C1CCCCC1 | -1 | -4 | -3 | -10 | 18 | 0 | -2.0 | 1 | -5 | 0 | 10
O=C(/C=C/c1c(F)cccc1Cl)Nc1nn[nH]n1 | 0 | 9 | -14 | -34 | 14 | 1 | 2.6 | 6 | -6 | 2 | 12
CCOCCCNC(=O)C1CCCCN1S(=O)(=O)c1ccc(F)cc1 (stereo unspecified) | -2 | 1 | -5 | -9 | 15 | -21 | -1.0 | 3 | -4 | -2 | 10
COc1ccc2c(CC(=O)OCC(=O)c3ccccc3OC)coc2c1 | 5 | 7 | 10 | -5 | 20 | -10 | -0.1 | 0 | x | 2 | 1
CC(C)[C@H](CN1CCC[C@H]1CN1C(N)=NC[C@@H]1Cc1ccccc1)N1C[C@@H](Cc2ccccc2)N(CCc2ccc(Cl)c(Cl)c2)C1=N | 2 | 5 | -6 | 22 | 6 | -19 | 4.8 | 9 | x | x | -15
CCOc1cc(N2CCOCC2)c(OCC)cc1NC(=O)CSc1nccc(C)n1 | -6 | -37 | -6 | 5 | 16 | 27 | 1.7 | -5 | -2 | 1 | 12
Cc1onc(-c2ccccc2Cl)c1C(=O)OCC(=O)c1ccc2c(c1)OCCO2 | -2 | 0 | 6 | -14 | 5 | 21 | -1.7 | 0 | -4 | -1 | -2
CCOC(=O)COc1nc(-c2ccco2)cc(-c2ccco2)c1C#N | -2 | 13 | -4 | -13 | 15 | x | -0.3 | 8 | -20 | -2 | 18
Cc1ccc(C)c(CN2CCN(c3ncccn3)CC2)c1 | 17* | -1 | 4 | -2 | 13 | 6 | -0.2 | 1 | -5 | -1 | 4
Cc1c(C(=O)/C=C/N(C)C)nnn1-c1ccc(Cl)c(Cl)c1 | -2 | 12 | -42 | -28 | -66 | 10 | 0.8 | -1 | -5 | 0 | -64
CNCCOCC(O)CSc1ccccc1 (stereo unspecified) | -5 | 9 | -1 | -9 | 11 | 13 | -2.0 | -4 | -5 | 1 | 14
CCSCCOC(=O)C1=C(C)NC(=O)NC1c1cc(OC)ccc1OC (stereo unspecified) | -2 | 5 | 5 | 0 | 25 | 19 | -2.1 | 8 | x | 2 | 16
CCc1cc(C(=O)NCC2CCCO2)sc1C (stereo unspecified) | 5 | -10 | -18 | -51 | -72 | -13 | -0.5 | -4 | -7 | 2 | -69
CC(C)CC1C(C#N)=C(N)Oc2n[nH]c(-c3cccs3)c21 (stereo unspecified) | 3 | 2 | 6 | -7 | 4 | 4 | -0.7 | -8 | -4 | 0 | 15
COc1cc(NC(=S)Nc2ncccc2C)cc(OC)c1OC | -2 | -7 | -33 | -71 | -193 | -42 | -1.5 | 3 | -21 | 1 | -130
CCCC(c1c(C)n(C)n(-c2ccccc2)c1=O)c1c(C)n(C)n(-c2ccccc2)c1=O | 2 | 3 | -1 | -3 | 21 | 8 | -0.3 | 3 | -4 | 6 | 11

From PubChem

This is a random part of the collection; 3.9% or so of the library scored in one or more.
